# DUSP3 inh: inhibitors of human VHR1 phosphatase (DUSP3) | inhibition, % at 20 µM | recombinant VHR phosphatase, colorimetric substrate read-out | P51452 | 50,000 tested, 0.7% active; in the data active = inhibition above about 60%; also: some results filed as inactive read as strong as hits
# Target sequence (P51452 whole entry, looked up): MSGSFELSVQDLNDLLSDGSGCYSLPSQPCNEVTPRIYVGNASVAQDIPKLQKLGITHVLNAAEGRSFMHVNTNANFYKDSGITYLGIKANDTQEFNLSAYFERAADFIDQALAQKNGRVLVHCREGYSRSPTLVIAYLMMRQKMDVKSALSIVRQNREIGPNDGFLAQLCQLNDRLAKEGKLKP
# Numbers without * were called inactive. These rows are one share of the data; count on the stated rates, not on these rows.
mol,DUSP3 inh
CCN=C1SC(CC(=O)Nc2cccc(C(F)(F)F)c2)C(=O)N1CC (centres undefined),-10
COc1cc(C2NC(=S)NC(C)=C2C(=O)Nc2ccc(Br)cc2)ccc1O (centres undefined),1
O=C(c1cc2nc(-c3ccc([N+](=O)[O-])cc3)cc(C(F)(F)F)n2n1)N1CCCC1,-27
O=C1NC(=S)N(c2cccc(Br)c2)C(=O)/C1=C/c1ccccc1O,1
COc1ccc(C2Nc3ccccc3C(=O)N2Cc2ccccc2)cc1CN1C(=O)c2ccccc2C1=O (centres undefined),6
COc1ccc(C(NC(=O)C(c2ccccc2)c2ccccc2)NC(=O)C(c2ccccc2)c2ccccc2)cc1OC,0
COc1cc([N+](=O)[O-])ccc1NC(=O)c1ccccc1,-39
CCCOC(=O)c1ccc(NC(=O)c2cc(Br)ccc2OC)cc1,-1
C=CCOc1ccc(/C=C2\C(=O)NC(=S)N(c3ccccc3)C2=O)cc1OC,26
CCOC(=O)C1=C(C)NC(=O)NC1c1cc(OC)c(OC)cc1OC (centres undefined),1
CCCOc1cccc(C(=O)Nc2cc(OC)c(OC)cc2C(=O)O)c1,-24
CCCC(=O)NS(=O)(=O)c1ccc(NS(=O)(=O)c2ccc(C)cc2)cc1,-6
O=C(Nc1ccccc1C(=O)NCc1ccccc1)c1ccccc1Cl,-4
O=C(NCc1ccccc1)c1ccc(C2SCC(=O)N2Cc2ccccc2)cc1 (centres undefined),-9
O=C(O)/C=C/c1ccc(-c2ccc(Cl)c(Cl)c2)o1,3

mol,DUSP3 inh
Cc1ccc(OCC(=O)Nc2ccc(I)cc2Cl)c(C)c1,-3
Cc1ccc(-n2c(C)cc(/C=N/NC(=O)c3ccncc3)c2C)cc1,51
COc1ccccc1NC(=O)c1cc2cc(Br)ccc2oc1=O,-7
Nc1ccccc1N=Cc1nc(-c2ccccc2)oc1O,-9
COc1cccc(/C=C2\SC(=O)N(c3ccc(Cl)cc3)C2=O)c1O,-31
COc1ccccc1CN1CCN(C2CCCCC2)CC1,4
COc1ccc2c(c1)N(C(N)=S)C(C)(C)C=C2C,-2
COC(=O)CN1C(c2ccccc2OC)Nc2ccc(Br)cc2C1c1ccccc1 (centres undefined),-19
O=C(Nc1ccc2nn(-c3cccc([N+](=O)[O-])c3)nc2c1)c1ccccc1Br,4
O=C(COc1ccc2ccccc2c1)Nc1ccc(Cl)cc1,-1
Brc1ccc(C=NN2CCN(Cc3ccccc3)CC2)cc1,0
Cc1ccc(C(=O)/C=C/c2cn(Cc3ccccc3)c3ccccc23)cc1,-24
Cc1cc2c3c(ccc(C)c3n1)N=CN2c1ccccc1,11
COc1cccc(C2C(C(=O)/C=C/c3ccccc3)=C(O)C(=O)N2CCCCCC(=O)O)c1 (centres undefined),14
CCOc1ccccc1/C=C/C(=O)c1ccc(Cl)cc1,-2

# Copied from the list:
# For DUSP3 inh, Nc1ccccc1N=Cc1nc(-c2ccccc2)oc1O reads -9
# For DUSP3 inh, COC(=O)CN1C(c2ccccc2OC)Nc2ccc(Br)cc2C1c1ccccc1 (centres undefined) reads -19
# For DUSP3 inh, COc1cccc(C2C(C(=O)/C=C/c3ccccc3)=C(O)C(=O)N2CCCCCC(=O)O)c1 (centres undefined) reads 14

# In the list so far, these have four or more nitrogen atoms.
mol,DUSP3 inh
O=C(c1cc2nc(-c3ccc([N+](=O)[O-])cc3)cc(C(F)(F)F)n2n1)N1CCCC1,-27
Cc1ccc(-n2c(C)cc(/C=N/NC(=O)c3ccncc3)c2C)cc1,51
O=C(Nc1ccc2nn(-c3cccc([N+](=O)[O-])c3)nc2c1)c1ccccc1Br,4

# The listing picks up with the two entries that preceded the break.
mol,DUSP3 inh
COc1cccc(C2C(C(=O)/C=C/c3ccccc3)=C(O)C(=O)N2CCCCCC(=O)O)c1 (centres undefined),14
CCOc1ccccc1/C=C/C(=O)c1ccc(Cl)cc1,-2
O=C1c2ccccc2CN1c1nccs1,-75
Cc1ccc(S(=O)(=O)C(CC(=O)c2ccc(Cl)cc2)c2ccccc2)cc1 (centres undefined),-18
Cc1ccc(S(=O)(=O)Nc2cc(Sc3nc4ccccc4[nH]3)c(O)c3ccccc23)cc1,18
O=C(Cc1ccccc1)NNC(=O)c1cccs1,-4
O=C1C(=O)N(Cc2cccnc2)C(c2ccc([N+](=O)[O-])cc2)/C1=C(\O)c1ccccc1 (centres undefined),2
COc1ccc(/C=N/S(=O)(=O)c2ccc(C)cc2)c(OC)c1,8
CC1=C(C(=O)Nc2ccccc2)C(c2ccc([N+](=O)[O-])cc2)N2C(=O)CSC2=N1 (centres undefined),-8
CCCCOC(=O)c1c(NC(=O)C2C3CCC(C3)C2C(=O)O)sc2c1CCCC2 (centres undefined),-14
CCc1nc2ccccc2n1CC(O)COC1CCCCC1 (centres undefined),4
COc1ccc(N2C(=O)C(Cl)=C(Nc3ccc(OC)cc3OC)C2=O)cc1,-14
COc1ccc(CCN=C(C)C2=C(O)COC2=O)cc1OC,2
Clc1cccc(N=Cc2ccc(OC3CSC3)cc2)c1,-40
CCC(=O)Oc1cc(OC(=O)CC)c2c(C)cc(=O)oc2c1,-16
COc1ccc(Cl)cc1NC(=O)C1=C(C)NC(=O)NC1c1cccc2ccccc12 (centres undefined),-9
CN(C)CCN1C(=O)C(=O)/C(=C(/O)c2ccccc2)C1c1cccc(F)c1 (centres undefined),-20

mol,DUSP3 inh
O=S(=O)(NC1C2CC3CC(C2)CC1C3)c1ccc(Cl)cc1 (centres undefined),-3
O=C(c1ccccc1F)N1CCN(c2ccc([N+](=O)[O-])c(N3CCOCC3)c2)CC1,-7
CCOC(=O)c1ccccc1NC(=O)CCCOc1ccccc1,-4
O=C1NC(=S)NC(=O)C1=Cc1ccccc1OCc1ccccc1F,32
O=C1c2cccc3ccc(I)c(c23)C(=O)N1Oc1ccc([N+](=O)[O-])cc1[N+](=O)[O-],-16
CC(=O)c1ccc(NC(=O)/C(=C\c2ccc(Br)cc2)NC(=O)c2ccco2)cc1,-2
CCC(C)(C)C1CCc2[nH]nc(C(=O)NN)c2C1 (centres undefined),-8
COc1cccc(NC(=O)COc2ccc(C)cc2C)c1,-7
C=CCc1cc(/C=C2\C(=O)NC(=O)N(c3cc(C)cc(C)c3)C2=O)cc(OCC)c1OCC(=O)OC,0
COc1cc(NC(=O)C2CC2)c(OC)cc1Cl,-17
CCOc1ccc(-c2nn(-c3ccccc3)cc2/C=C2\SC(=S)N(CCOC)C2=O)cc1,0
COc1cc(OC)cc(C(=O)N2CCN(Cc3cccc4ccccc34)CC2)c1,-1
CC(=O)Oc1cccc(N2C(=O)c3ccc(C(=O)Nc4c[nH]c(=O)[nH]c4=O)cc3C2=O)c1,11
Nc1n[nH]c(N)c1N=Nc1cccc(C(F)(F)F)c1,-7
COCCN1C(=O)/C(=C2/C(=O)N(CC(N)=O)c3ccccc32)SC1=S,4

mol,DUSP3 inh
C/C(=N\NC(=O)CCC(=O)O)c1c(-c2ccccc2)c2cc(Cl)ccc2[nH]c1=O,23
COc1ccccc1CNC(=O)COc1ccc(C)cc1C,-17
Cc1c(C)c2ccc(OCC(=O)C(C)(C)C)cc2oc1=O,-25
c1ccc(C2=C(c3ccccc3)N3CCN=C3S2)cc1,12
Nc1nc2ccccc2n1/N=C/c1ccccc1,-58
CCOC(=O)c1c(C)sc2c1N(C(C)=O)c1cc(Br)ccc1S2,-10
CCOC(=O)c1c(-n2c(C)cc(C=O)c2C)sc2c1CCCC2,11
Cc1cc2c(nc3s/c(=C\c4cccc(Cl)c4)c(=O)n32)c(Br)c1C,1
COc1ccc(C2=CC(=O)C=CC2=O)cc1,91
Cc1cccc(NC(=O)C(=O)NCCCn2ccnc2)c1,-7
COC(=O)c1cc(C(=O)Nc2ccc(C(N)=O)cc2)cc([N+](=O)[O-])c1,-6
COc1ccc(CNC(=O)C(=O)Nc2ccccc2F)cc1,-4
O=C(/C=C/c1ccccc1Cl)n1cnc2ccccc21,-1
C/C(NC(=O)c1ccccc1)=C1/C(=O)CC2C1C2(C)C (centres undefined),4
O=C(COc1ccccc1[N+](=O)[O-])Nc1ccc2oc(-c3ccc(Cl)cc3Cl)nc2c1,70

mol,DUSP3 inh
Cn1cccc1CN1CCN(Cc2ccccc2)CC1,3
N#C/C(=C/c1c[nH]c2ccccc12)C(=O)Nc1cccc(Br)c1,8
NC(=O)c1c(NC(=O)c2ccc(S(=O)(=O)N3CCCCC3)cc2)sc2c1CCCC2,7
CCOC(=O)CC(=O)c1cc(C(C)=O)c(Nc2ccccc2)s1,-21
CCC(N)C(=O)c1c(C)cc(C)cc1C (centres undefined),-26
Cc1ccc(-n2nc(C)c(-c3cccc([N+](=O)[O-])c3)c2C)cc1C,-8
COC(=O)CN1C(=O)/C(=C\c2c(F)cccc2Cl)SC1=S,-18
COc1cc(C=C2C(=O)c3ccccc3C2=O)ccc1OCc1ccc(F)cc1,11
COc1ccc(CNC(=O)COc2cccc(C)c2)cc1,-13
Fc1ccccc1/C=N/Nc1ccccn1,-16
CC(O)CNC(=O)C(=O)NCc1ccc2c(c1)OCO2 (centres undefined),4
O=C(NC(NC(=S)Nc1cccc(C(=O)O)c1)C(Cl)(Cl)Cl)OCc1ccccc1 (centres undefined),9
COc1ccc(OC)c(NC(=O)COc2ccc(F)cc2)c1,-11
CC(=O)N1c2ccc(Cl)cc2C2C=CCC2C1c1cccc2ccccc12 (centres undefined),10
COc1cc2c(cc1NC(=O)c1c(-c3ccccc3Cl)noc1C)oc1ccccc12,-19

# Reformatted with each value named: four of the compounds above.
Compound: COc1ccc(CNC(=O)COc2cccc(C)c2)cc1
  DUSP3 inh: -13

Compound: COc1cc(C=C2C(=O)c3ccccc3C2=O)ccc1OCc1ccc(F)cc1
  DUSP3 inh: 11

Compound: Cc1ccc(-n2nc(C)c(-c3cccc([N+](=O)[O-])c3)c2C)cc1C
  DUSP3 inh: -8

Compound: CCC(N)C(=O)c1c(C)cc(C)cc1C (centres undefined)
  DUSP3 inh: -26

# (continued)
mol,DUSP3 inh
CC(NC(=O)c1ccccc1NC(=O)c1cccnc1)c1ccccc1 (centres undefined),-19
O=C(Nc1cccc(OC(=O)c2cc(S(=O)(=O)N3CCCCC3)ccc2Cl)c1)c1ccco1,-23
Cc1cccc(N2C(=O)NC(=O)/C(=C/c3ccc(-c4ccccc4[N+](=O)[O-])o3)C2=O)c1,7
CCOC(=O)CCCN1C(=O)/C(=C\c2cccs2)SC1=S,-5
COc1ccc(OC)c(NC(=O)c2cccc(F)c2)c1,1
COC(=O)c1ccc(CN(c2ccccc2)S(=O)(=O)c2ccccc2)cc1,-21
COc1ccc(NC(=O)COc2cccc(Cl)c2)c(OC)c1,-6
O=C1CCC([N+](=O)[O-])C(c2ccc3c(c2)OCO3)N1 (centres undefined),-6
CC(C)c1ccc(/C=C2\SC(=Nc3ccc(F)cc3)NC2=O)cc1,-2
COc1ccc(/C=C2\SC(=S)N(CCCCCC(=O)Nc3ccccc3C(=O)O)C2=O)cc1,3
CNC(=O)C1CC(=O)N(c2ccc(F)cc2)C1 (centres undefined),-4
CCCCCOC(=O)C1=C(C)NC2=C(C(=O)CC(C)(C)C2)C1c1cccc(Cl)c1 (centres undefined),-3
CC1CC/C(=C\C=C\N(C)C)C(=O)/C1=C/C=C/N(C)C (centres undefined),-5
C=CCOc1c(Br)cc(/C=C/C(=O)O)cc1OC,16
CN(C)C(=O)c1c(NC(=O)c2ccco2)sc2c1CCCCC2,-14

mol,DUSP3 inh
CCOC(=O)c1c(C)sc(Sc2ccc(Br)cc2[N+](=O)[O-])c1OC(C)=O,40
CC1CCCN(C(=O)c2ccc(Cl)cc2)C1 (centres undefined),3
COc1cccc(NC(=O)c2ccc(-c3ccccc3)cc2)c1,2
COc1cc(/C=N/N2C(=O)C3C(C2=O)C2C=CC3C23CC3)ccc1OCc1ccc([N+](=O)[O-])cc1 (centres undefined),-9
O=C(/C=C/c1ccc(Cl)cc1Cl)Nc1c(F)c(F)c(F)c(F)c1F,0
COc1ccccc1/C=C/C=N/NC(=O)c1cc(-c2ccc(C)cc2)n[nH]1,8
COc1cc(OC)c(OC)cc1/C=N/NC(=O)c1cccnc1,-44
Cc1cccc(-c2nc3cc(NC(=O)c4cccc(Cl)c4Cl)ccc3o2)c1,-30
Cc1ccc(C2OC3(C(=O)c4ccccc4C3=O)C3C(=O)N(c4ccc(C(C)C)cc4)C(=O)C23)cc1 (centres undefined),-7
O=C(COc1ccc2ccccc2c1)N1CCN(C2CC3CCC2C3)CC1 (centres undefined),1
COc1cc(C(=O)Nc2ncc(Cc3cccc(Cl)c3)s2)cc(OC)c1OC,-12
C/C(=N/NC(=O)c1cccc(Br)c1)c1ccccc1O,-12
CC1=C(C(=O)Nc2ccc(Cl)cc2)C(c2cccs2)NC(=O)N1 (centres undefined),-19
O=[N+]([O-])c1ccc2c(c1)S(=O)(=O)N=C2N1CCCCC1,-2
O=C1/C(=C/c2c(Cl)cccc2Cl)SC(=S)N1Cc1ccco1,-7

mol,DUSP3 inh
CC(=O)C1=C(O)C(=O)N(c2nc3ccccc3s2)C1c1ccc(Cl)cc1Cl (centres undefined),2
COCCNC(=O)CN(c1cccc(C(F)(F)F)c1)S(C)(=O)=O,11
COCCOC(=O)c1ccc(NC(=O)c2ccc(Cl)cc2Cl)cc1,0
CN(C)c1ccnc2sc3c(N(CCO)CCO)ncnc3c12,-16
CC1=C(C(=O)OCCc2ccccc2)C(c2ccc([N+](=O)[O-])cc2)CC(=O)N1 (centres undefined),18
CSc1nsc(SC)c1C(=O)N1CCN(S(=O)(=O)c2ccc(C)cc2)C1C(C)C (centres undefined),3

# Compound activity from PubChem.
